Compound activity deposited in PubChem BioAssay by several laboratories.
STK33 inh: blocks human STK33 kinase activity. AID 2661. inhibition, % at 10 µM. actives 0.073% (n = 320,000). purified STK33, MBP phosphorylation, ADP-Glo luminescence. Q9BYT3;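 active = inhibition at or above 25%, using the most active replicate where run in duplicate; inactive = inhibition below 25%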
Target sequence (Q9BYT3 whole entry, looked up): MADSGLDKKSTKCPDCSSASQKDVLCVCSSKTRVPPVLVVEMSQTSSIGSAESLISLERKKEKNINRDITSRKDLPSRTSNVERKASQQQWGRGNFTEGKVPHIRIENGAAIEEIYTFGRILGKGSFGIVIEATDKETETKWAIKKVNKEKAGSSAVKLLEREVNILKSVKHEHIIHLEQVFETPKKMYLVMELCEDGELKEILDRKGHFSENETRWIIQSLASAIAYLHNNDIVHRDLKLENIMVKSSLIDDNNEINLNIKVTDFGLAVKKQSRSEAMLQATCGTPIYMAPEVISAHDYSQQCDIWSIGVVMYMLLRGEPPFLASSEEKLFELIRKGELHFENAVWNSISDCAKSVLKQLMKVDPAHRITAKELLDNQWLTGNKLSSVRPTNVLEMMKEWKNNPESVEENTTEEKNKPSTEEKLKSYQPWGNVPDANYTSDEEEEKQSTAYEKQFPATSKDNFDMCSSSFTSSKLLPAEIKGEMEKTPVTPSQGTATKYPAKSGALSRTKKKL
KCNQ2 inh: KCNQ2 channel blockers in CHO-K1 cells – cell-based, FluxOR thallium flux, B-score, primary screen (AID 2156). O88943. 20 min; hits give low values. B-score at 10 µM. actives 1.1% (n = 310,000);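 active = fluorescence ratio B-score at most minus 3 library SDs, with starting brightness B-score within 2 library SDs, cut at about -5.5 in these data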
Kir21 inh: Kir2.1 (mouse) channel inhibition; AID 1672; actives 0.85% (n = 310,000); HEK293-Kir2.1, FluxOR thallium flux fluorescence; hits give low values; B-score at 10 µM;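 active = fluorescence ratio B-score at or below minus 3 SD of library scores, with starting-brightness B-score within 2 SD, cut at about -4.2 in these data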;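 note: channel flux triggered by added potassium and thallium sulfate stimulus; B-score of peak minus minimum fluorescence over baseline after thallium stimulus; more negative B-score means stronger Kir2.1 block with less thallium influx; some compounds called inactive have numbers as strong as hits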
Target sequence (P35561 whole entry, looked up): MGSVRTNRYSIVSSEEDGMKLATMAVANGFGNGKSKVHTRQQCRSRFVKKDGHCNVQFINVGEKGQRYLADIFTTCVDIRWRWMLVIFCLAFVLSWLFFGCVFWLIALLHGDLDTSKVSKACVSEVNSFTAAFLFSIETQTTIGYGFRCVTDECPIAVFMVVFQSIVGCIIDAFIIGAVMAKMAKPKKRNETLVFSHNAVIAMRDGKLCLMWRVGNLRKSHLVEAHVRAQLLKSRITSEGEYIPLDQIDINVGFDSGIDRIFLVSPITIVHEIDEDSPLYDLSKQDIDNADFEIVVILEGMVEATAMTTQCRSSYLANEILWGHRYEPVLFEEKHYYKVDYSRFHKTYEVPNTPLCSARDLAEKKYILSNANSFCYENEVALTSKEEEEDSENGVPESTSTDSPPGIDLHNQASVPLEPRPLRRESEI
Numbers without * were called inactive; i = inactive; x = no result given.

STK33 inh	KCNQ2 inh	Kir21 inh	smiles
1.9	i	-0.07	CC(=O)Nc1ccc(NC(=O)Oc2ccccc2)cc1
-0.2	i	0.99	Cc1ccc(NC(=S)NCc2ccc3c(c2)OCO3)c(C)c1
-1.5	i	-2.7	N#CCCN(C(=O)COC(=O)C1=COCCO1)c1ccc(F)cc1
-2.3	i	1	COC(=O)c1sccc1NC(=O)CSc1ccccc1NS(=O)(=O)c1ccc(Br)cc1
-0.4	i	-2	COc1ccc(C)cc1S(=O)(=O)N(CC(=O)O)c1ccccc1
0.0	i	1.9	CC12CCC(C(=O)NCCc3ccccc3)(OC1=O)C2(C)C (stereo not given)
-4.7	i	0	Cc1nc2ccccc2nc(C)c1=NOCc1ccc(C#N)cc1
-1.8	i	0.03	COc1cc(/C=N/n2nnnc2N)ccc1OCC#N
0.4	i	0.02	O=C(Cc1cccs1)Nc1nc2c(s1)CCCC2
-1.5	i	2	CNC(=O)c1cccnc1Nc1cccc(C(F)(F)F)c1
-1.6	i	-0.04	CC(O)[C@H](NC(=O)C1(c2ccccc2)CCN(C(=O)OC(C)(C)C)CC1)C(=O)O (stereo not given in full)
-1.5	i	-0.69	CC(C)N1C(=S)SC(C)(C)C1n1oc(=O)n(-c2ccc(Cl)c(Cl)c2)c1=O (stereo not given)
-0.5	i	1.3	COc1ccccc1CNS(=O)(=O)c1ccc2[nH]cc(C(=O)O)c(=O)c2c1
-2.3	i	-0.73	COC(=O)C(NC(=O)Nc1ccccc1OC)C(C)C (stereo not given)
10	i	-1.3	Oc1c(C=Nc2cccnc2)sc2ccccc12
-0.5	i	1.7	CC(C)(C)OC(=O)N1CCC(C(=O)N[C@H](Cc2ccccc2)C(=O)O)CC1
-0.5	i	-0.64	CCCc1ccc(-c2ccc(F)c(N)c2)nc1
-0.3	i	0	CC1CCCCN1CCNc1nc(=S)[nH]c2ccccc12 (stereo not given)
-1.1	i	0.17	CC1CCC(C(=O)NC(C(=O)N2CCC(N3CCCCC3)CC2)C(C)C)CC1 (stereo not given)
0.5	i	0.18	Cc1cc(NCCc2ccc(Cl)cc2)n2ncnc2n1
x	i	-2	CCN1CCc2c(C#N)c(NCc3ccccc3)nc(N(CC)CC)c2C1
-1.2	i	0.74	CCOc1ccc2nc(SCC(=O)N3CCCc4ccccc43)sc2c1
-0.5	i	-0.31	COc1ccc(/C=C2\SC(=S)N(CCCC(=O)N3CCOCC3)C2=O)cc1OC
0.4	i	-6.4*	NC(=O)CCN1CCN(CCOC2Cc3cc(Cl)ccc3Sc3ccccc32)CC1 (stereo not given)
-0.8	i	-1.3	COc1ccc(Cn2c(=O)[nH]c3cc(C(=O)Nc4ccc(N5CCN(C)CC5)cc4)ccc32)cc1
1.7	i	0.31	CCc1cc(-c2[nH]ncc2-c2ccc([N+](=O)[O-])cc2)c(O)cc1OC
-3.9	i	2.2	Cc1ccc(S(=O)(=O)Cn2nnnc2C(C(C)C)N2CCN(c3nc4ccccc4s3)CC2)cc1 (stereo not given)
-2.2	i	0.39	O=C(CN1C(=O)C2C3CC(C(Br)C3Br)C2C1=O)N1CCN(Cc2ccccc2)CC1 (stereo not given)
-1.3	i	-0.12	CCOC(=O)C1(C)C=C(Nc2ccc(NC(C)=O)cc2)C(=O)N1c1ccc(NC(C)=O)cc1 (stereo not given)
x	i	-2.7	O=C(CC(c1ccccc1)c1cc(Br)ccc1O)N1CCCCC1 (stereo not given)
-3.6	i	-0.42	CCN(Cc1cc(=O)oc2cc(C)ccc12)c1ccccc1
-13	i	0.57	O=C(CN1c2ccccc2Sc2ccccc21)NNC(=O)Nc1ccc(Cl)cc1
0.0	i	-1.4	Cc1cc(=O)oc(C)c1C(=O)NCc1ccco1
-2.2	i	0.35	COCCCNC(=O)c1cc(Nc2ccc(OC)cc2OC)nc2ccccc12
1.5	i	-6.6*	COc1ccc(CCNC(=O)CSc2nn(-c3ccccc3)c(=S)s2)cc1OC
-0.3	i	0.64	Cc1cc(Br)c(S(=O)(=O)NCCN2CCOCC2)cc1C
-0.4	i	-1.2	CCNC(=O)C1CCCN1S(=O)(=O)c1ccc(C)cc1 (stereo not given)
-0.1	i	-0.35	Cc1occc1C(=O)Nc1ccc([N+](=O)[O-])cc1Br
2.1	i	-0.97	COC(=O)c1sccc1NC(=S)OC
0.0	i	0.26	COc1ccc(-n2c(C)c(C(C)=O)c3cc(OCC(N)=O)ccc32)cc1
-0.3	i	-1.3	Cc1cccc(N2CCN(C(=O)CCCn3c(=O)[nH]c4ccsc4c3=O)CC2C)c1 (stereo not given)
-1.3	i	1.6	CCN(CC)CCNC(=O)c1ccc(NC(=O)C2CCN(S(=O)(=O)c3ccc4c(c3)OCCO4)CC2)cc1
0.2	i	-0.77	C/C(=N/NC(=O)c1cccs1)c1ccc(NC(=O)COc2ccc(Cl)cc2)cc1
-1.1	i	-0.03	Cc1ccccc1C(C(=O)NCc1ccccc1)N(Cc1ccco1)C(=O)c1ccccn1 (stereo not given)
-0.3	i	1.3	O=c1[nH]c2ccccc2cc1-c1nnn(-c2ccc(F)cc2)n1
-1.8	i	-7.4	O=[n+]1c2c(n([O-])c3cc(F)c(N4CCCC4)cc31)CCC2
-0.2	i	-0.05	Cc1cccn2c(=O)c(/C=C(\C#N)C(=O)NC3CCS(=O)(=O)C3)c(N3CC(C)OC(C)C3)nc12 (stereo not given)
-0.1	i	1.1	CCOC(=O)c1ccc(NC(=S)N(CCN2CCCCCC2)Cc2ccco2)cc1
0.6	i	-1.8	COc1cc(/C=N/NC(=O)c2cc[n+]([O-])cc2)ccc1O
0.7	i	-2.4	Nc1nc(-c2cccc(F)c2)cs1
-1.1	i	0.03	CCOC(=O)c1c(NC(=O)Cn2cc([N+](=O)[O-])cn2)sc2c1CCC2
-1.8	i	-1.7	c1ccc(Cn2ccnc2-c2ccco2)cc1
-0.1	i	0.77	CC(C)C(=O)NC(C)C(c1cccs1)N1CCN(c2ccccc2)CC1 (stereo not given)
-1.3	i	-0.02	COC(=O)C1=C(N)Oc2cc(C)n(CC3CCCO3)c(=O)c2C1c1ccccc1OC (stereo not given)
-1.2	i	0.61	CCOC(=O)Nc1ccc2c(c1)N(C(=O)CN(CC)CC)c1ccccc1CC2
-1.5	i	0.14	Cc1ccc(S(=O)(=O)N2CCC(C(=O)NCCc3ccccn3)CC2)cc1
-1.2	i	1.2	COc1ccc(C2=NNC(c3cccs3)=Nc3ccc(OC)cc32)cc1
0.7	i	-0.69	Brc1ccc2nc(-c3ccncc3)c(NC3CCCC3)n2c1
7.0	i	-1	O=C(c1cccc2c1-c1ccccc1/C2=N/O)N1CCCCC1
3.7	i	1.3	Cc1[nH]c2ccccc2c1-c1nc(-c2ccc(Cl)cc2)nnc1-c1ccccc1

Two entries drawn at random from the list so far:
STK33 inh	KCNQ2 inh	Kir21 inh	smiles
7.0	i	-1	O=C(c1cccc2c1-c1ccccc1/C2=N/O)N1CCCCC1
0.7	i	-2.4	Nc1nc(-c2cccc(F)c2)cs1

Additional compounds follow:
STK33 inh	KCNQ2 inh	Kir21 inh	smiles
-0.5	i	-0.9	Cc1ccc(-c2nc(-c3cccnc3)sc2CC(=O)O)cc1
0.0	i	1.2	CC(CNC(=O)CCS(=O)(=O)c1ccc2c(c1)oc(=O)n2C)c1ccccc1 (stereo not given)
-2.4	i	-0.67	COC(=O)c1sc2nc(SCc3cccc(F)c3)n(N)c(=O)c2c1C
x	i	-0.06	Cc1cc(C)nc(N2CCCC(C(=O)Nc3nc4ccc(S(C)(=O)=O)cc4s3)C2)n1 (stereo not given)
-0.1	i	0.33	O=C1OC[C@H](Cc2ccc3c(c2)OCO3)/C1=C\c1ccc2c(c1)OCO2
-0.7	i	-0.95	Cc1c(-c2ccccc2)[n+](=O)c2c(n1[O-])CCCC2
x	i	1.9	Fc1ccc(NC(=S)Nc2cccc(Cl)c2)cc1
-0.9	i	-1.3	CCCC(=O)Nc1ccc2c(c1)nc(CCNC(=O)c1ccco1)n2C
-2.0	i	-1.3	N#CC(C#N)=NNc1ccc(S(=O)(=O)N2CCCCC2)cc1
-0.4	i	-0.16	CC(=O)Nc1ccc(S(=O)(=O)Nc2nc3ccc(C)cc3s2)cc1
1.9	i	1.1	COCc1[nH]nc2c1C(c1ccccc1OC)C(C#N)=C(N)O2 (stereo not given)
0.9	i	-0.28	CCOC(=O)c1c(CN(C)C)n(-c2ccc(C)cc2)c2cc(Br)c(O)cc12
-0.3	i	-0.01	O=C1c2cccnc2C(=O)N1Cc1ccc(S(=O)(=O)N2CCOc3ccc(Cl)cc32)cc1
-3.5	i	-0.21	CCC(C)(C)NC(=O)C1CC(=O)N(CCc2ccc(F)cc2)C1 (stereo not given)
-0.3	i	1.2	Cc1ccc(C)c(N(C(=O)CNC(=O)c2ccco2)C(C(=O)NC2CCCCC2)c2ccncc2)c1 (stereo not given)
-0.2	i	1.7	CC1CN(C(=O)COC(=O)c2ccc(N(C)C)cc2)CC(C)O1 (stereo not given)
-0.7	i	-0.01	CCC(C)c1ccc(S(=O)(=O)N2CCN(C(C)CC(=O)O)CC2)cc1 (stereo not given)
0.1	i	1.6	O=C(Nc1ccccc1N1CCOCC1)c1ccc(S(=O)(=O)NCc2ccco2)cc1
0.2	i	2.3	Cc1nc2nc[nH]n2c(=O)c1NS(=O)(=O)c1ccc([N+](=O)[O-])cc1
-2.7	i	-1.9	C/C(CC(=O)Nc1cc(C)ccn1)=N\NC(=O)c1ccccc1C
-0.9	i	-0.93	Cc1ccc(NC2CCCN(C(=O)c3ccoc3C)C2)cc1C (stereo not given)
-2.5	i	0.8	C=CCN(CC=C)C(=S)NC(=O)c1ccc(-c2ccccc2)cc1
-0.8	i	1.1	CCCn1c(C(C)Nc2nc(-c3ccc(C)cc3)cs2)nc2cc(Cl)c(N3CCCCC3)cc21 (stereo not given)
-0.7	i	-0.37	CC(=O)c1sc(NC(=O)COc2ccc(C)c(C)c2)nc1C
0.0	i	-0.03	Cc1ccc(COc2ccsc2-c2n[nH]c(=S)n2C)cc1
-0.7	i	-1.6	Cc1ccccc1NS(=O)(=O)c1ccc(C(=O)NCC(c2ccco2)N(C)C)cc1 (stereo not given)
0.7	i	-0.25	Cc1ccc(S(=O)(=O)N[C@H](C(=O)OCC(=O)NC(=O)Nc2ccc3c(c2)OCCO3)C(C)C)cc1
-0.6	i	-0.28	COc1cc2c(cc1OC)C(c1ccc3c(c1)OCO3)CC(=O)N2 (stereo not given)
-1.0	i	-1	Nn1cnnc1SCC(=O)Nc1ccc(C2CCCCC2)cc1
-1.1	i	-0.71	Cc1cc2c(C)ccc(C)c2nc1SCC(=O)c1cccs1

A draw from above in order of formula weight, ascending.
STK33 inh	KCNQ2 inh	Kir21 inh	smiles
0.0	i	-0.03	Cc1ccc(COc2ccsc2-c2n[nH]c(=S)n2C)cc1
-0.9	i	-1.3	CCCC(=O)Nc1ccc2c(c1)nc(CCNC(=O)c1ccco1)n2C
-0.4	i	-0.16	CC(=O)Nc1ccc(S(=O)(=O)Nc2nc3ccc(C)cc3s2)cc1
0.7	i	-0.25	Cc1ccc(S(=O)(=O)N[C@H](C(=O)OCC(=O)NC(=O)Nc2ccc3c(c2)OCCO3)C(C)C)cc1

Other results.
STK33 inh	KCNQ2 inh	Kir21 inh	smiles
3.0	i	0.5	CCOc1cc(C2C(C#N)=C(N)Oc3n[nH]c(-c4ccccc4)c32)ccc1O (stereo not given)
-1.8	i	-0.87	CC(C)(C)OC(=O)N/N=C/c1ccc(Br)cc1
3.4	i	0.49	COc1ccc(/C=C2\Sc3ccc(C(=O)NCCCN4CCCC4)cc3N(C)C2=O)cc1OC
-2.8	i	-0.85	C/C=C/c1ccc(OCCCNC(C)CC)c(OC)c1 (stereo not given)
-1.2	i	0.05	CCOc1ccc(C(=O)N/N=C/c2ccc(SC)cc2)cc1
5.0	i	1.5	COCCn1nnnc1C(C(C)C)N1CCOCC1 (stereo not given)
-1.7	i	0.7	COCCC(=O)N1CCC(Oc2ccc(C(=O)N(C)C(C)c3ccon3)cc2)CC1 (stereo not given)
-1.1	i	0.98	COCCCn1cnnc1SCc1nc2sc(C(C)=O)c(C)c2c(=O)[nH]1
-2.1	i	0.04	O=C(c1ccccc1Cl)N(C(=O)c1ccccc1Cl)c1nccc(-c2cccs2)n1
1.0	i	0.25	COc1ccc(C(=O)OC2CCN(C)CC2)cc1
-0.8	i	0.27	Cn1cc(/C=C/C(=O)N2CCCC(C(=O)c3ccc(C(C)(C)C)cc3)C2)cn1 (stereo not given)
0.7	i	1.7	O=C(CSc1nnc(-c2cccnc2)n1-c1ccc(SC(F)F)cc1)N1CCCc2ccccc21
-0.9	i	0.5	CC(C(=O)Nc1ccc(S(=O)(=O)N2CCOCC2)cc1)N(c1ccccc1)S(C)(=O)=O (stereo not given)
0.0	i	0	CCOc1ccc(N(CC(=O)N2CCCCCC2)S(=O)(=O)c2ccc(C)cc2)cc1
-0.1	i	0	CSCC[C@H](NC(=O)OCc1ccccc1)C(=O)O
-1.1	i	-1.9	CCN(C(=O)c1cnc(OC)cc1C(F)(F)F)c1ccc(Cl)cc1Cl
-1.1	i	1.6	Cc1ccc(SCC(=O)NCCc2ccc(F)cc2)cc1
